tuberculosis growth: growth inhibition of non-replicating M. tuberculosis (AID 488890); inhibition, % at 25 µM, or IC50 in µM where a hit was titrated; 0.39% of 320,000 active; Mycobacterium tuberculosis non-replicating, growth inhibition; higher % means a stronger effect; in the data active = a potency from the dose series; inconclusive = inhibition mostly from about 82% at the one dose, without a potency; inactive = the rest, 99 in 100 with inhibition below about 76%;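 also: plate controls were DMSO cells for no effect and high antibiotic wells for full effect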
influenza NS1A: NS1A inhibition, H1N1 influenza, cell based functional assay (AID 504329). inhibition, % at 12.5 µM; hits with a dose series show IC50 in µM. NS1A functional cell-based assay, percent inhibition; higher % means a stronger effect. 0.3% of 340,000 active; in the data active = a potency from the dose series; inconclusive = inhibition above about 27% without an active follow-up result; also: strong numbers were not always called active
Salmonella PhoP GFP: PhoP regulon inhibitors, Salmonella typhi PhoP promoter GFP reporter, confirmatory (AID 1850) | Salmonella Typhi PhoP-promoter GFP reporter, fluorescence, 4 h; higher % means a stronger effect | one-dose inhibition, % at 50 µM; IC50 in µM for titrated hits | 0.33% of 310,000 active; in the data active = a potency from the dose series; inconclusive = inhibition mostly from about 25% at the one dose, without a potency; inactive = the rest, 99 in 100 with inhibition below about 19%;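 also: 0% = induced wells with vehicle and 100% = uninduced wells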
M. tuberculosis HTS: M. tuberculosis growth inhibition, HTS (AID 449762); M. tuberculosis H37Rv growth inhibition, 7H9 media; higher % means a stronger effect; inhibition, % at 25 µM, or IC50 in µM where a hit was titrated; 0.59% of 330,000 active; in the data active = a potency from the dose series; inconclusive = inhibition above about 70% without an active follow-up result;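 also: bacterial growth assessed after seven days of incubation; strong numbers were not always called active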
inhibitors of VEEV: inhibitors of VEEV TC-83 cytopathic effect, confirmation, Vero cells (AID 588727) | Vero cells, VEEV TC-83 cytopathic effect inhibition; higher % means a stronger effect | inhibition, % at 20 µM; hits with a dose series show IC50 in µM | 0.13% of 350,000 active; in the data active = a potency from the dose series; inconclusive = inhibition mostly from about 14% at the one dose, without a potency; inactive = the rest, 99 in 100 with inhibition below about 12%; also: strong numbers were not always called active
inhibitors of VEEV 10K pilot screen: second read-out of inhibitors of VEEV, no call of its own (marks repeat the call); inhibition, %; measured here: 10K pilot screen inhibition
Starred values were filed as active, the others as inactive; i = inactive; ? = inconclusive; nt = not tested or not shown; & = joins results of further samples.

SMILES	tuberculosis growth	influenza NS1A	Salmonella PhoP GFP	M. tuberculosis HTS	inhibitors of VEEV	others
O=C(NCc1ccc2c(c1)OCO2)C1CCCN(S(=O)(=O)c2cccc3cccnc23)C1 (stereo not drawn)	-5%	10%	-4%	-2%	2.5%
CC1CCCCC1NC(=O)COC(=O)c1ccc([N+](=O)[O-])o1 (stereo not drawn)	nt	4%	nt	nt	i
Cc1ccc(C(=O)O/N=C/c2ccc3c(c2)OCO3)cc1	28%	0%	-1%	-3%	i
Cc1cccc(N(C)S(=O)(=O)c2cc3c(cc2C)n(C)c(=O)c(=O)n3C)c1	-9%	3%	-10%	-11%	11%
Cc1cc(-c2n[nH]c(=S)n2-c2ccccc2C)cs1	-13%	-7%	6%	-9%	1.3%
COc1ccc([N+](=O)[O-])cc1/C=N/NC(=O)/C(=C\c1cccs1)NC(=O)c1ccccc1	37%	1%	-14%	2%	1.3%
CC(=O)c1ccc(NC(=O)NNS(=O)(=O)c2ccc([N+](=O)[O-])cc2)cc1	-1%	13%	-3%	-1%	i
COc1ccc(NC(=S)NCCCN2CCN(C3CCCCC3)CC2)cc1	-14%	-2%	-10%	-5%	0.4%
CCN(CC)c1ccc(C2C(C(C)=O)C(=O)CC(C)(O)C2C(C)=O)cc1 (stereo not drawn)	-8%	-6%	8%	-4%	i
N#CCC(=O)NNC(=S)Nc1ccccc1C(F)(F)F	-29%	-1%	7%	4%	1.4%
CCOc1ccc2nc(/N=C/c3nc(-c4ccccc4)oc3O)sc2c1	6.2µM*	-6%	4%	>100µM*	0.9%
CCOc1ccc(NS(=O)(=O)c2cc(NC(=O)CCC(=O)c3cccs3)ccc2Cl)cc1	12%	12%	-3%	2%	2.2%
CC(C)(C)c1ccc(NC(=O)COC(=O)CCc2nc3ccccc3c(=O)[nH]2)cc1	-3%	4%	-9%	-7%	0.8%
COC(=O)c1nnn(-c2nonc2N)c1COc1ccc(C=O)cc1OC	9%	-16%	10%	-3%	1.4%
CC(NC(=O)Nc1ccccc1C(F)(F)F)C1CCCO1 (stereo not drawn)	-5%	3%	-4%	-4%	3.7%
O=C(C=Cc1cccs1)c1ccc(Cl)s1	nt	5%	nt	nt	1.9%
CN1CCN(NC(=O)c2cn(-c3ccccc3)nc2-c2cccs2)CC1	-12%	-7%	-2%	-6%	i
O=C(CN1C(=O)/C(=C/c2ccccc2)SC1=S)N1CCN(CCc2ccccn2)CC1	35%	1%	17%	-2%	11%
Nc1cc(C(F)(F)F)ccc1OCC1CCCO1 (stereo not drawn)	26%	-8%	-1%	2%	0.1%
O=C(Nc1c2c(nn1-c1ccc([N+](=O)[O-])cc1)CS(=O)(=O)C2)c1ccco1	5%	6%	-1%	-2%	1.8%
Cc1ccc(NC(=O)N2CCCC2C(=O)NCC2CCCO2)cc1 (stereo not drawn)	-19%	-22%	7%	-11%	2.1%
CCCCn1c(SCC(=O)NCc2ccco2)nc2c1c(=O)n(C)c(=O)n2C	-1%	1%	-30%	3%	3.0%
Cc1cccn2c(=O)c3cc(C(=O)N4COCC4(C)C)sc3nc12	6%	-11%	-20%	0%	6.5%
COc1cc(NC(=O)C2CCCN2S(=O)(=O)c2ccc3c(c2)CC(C)N3C(C)=O)cc(OC)c1 (stereo not drawn)	18%	4%	-4%	3%	0.2%
CC(C)N1C(=O)CN(C2CCCCCC2)C(=O)C1c1ccccc1F (stereo not drawn)	11%	-6%	-11%	-3%	i

Structures above containing fluorine (4):
SMILES	tuberculosis growth	influenza NS1A	Salmonella PhoP GFP	M. tuberculosis HTS	inhibitors of VEEV	others
N#CCC(=O)NNC(=S)Nc1ccccc1C(F)(F)F	-29%	-1%	7%	4%	1.4%
CC(NC(=O)Nc1ccccc1C(F)(F)F)C1CCCO1 (stereo not drawn)	-5%	3%	-4%	-4%	3.7%
Nc1cc(C(F)(F)F)ccc1OCC1CCCO1 (stereo not drawn)	26%	-8%	-1%	2%	0.1%
CC(C)N1C(=O)CN(C2CCCCCC2)C(=O)C1c1ccccc1F (stereo not drawn)	11%	-6%	-11%	-3%	i

The listing continues.
SMILES	tuberculosis growth	influenza NS1A	Salmonella PhoP GFP	M. tuberculosis HTS	inhibitors of VEEV	others
CON(C)c1nc(OCC#N)nc(N(C)C)n1	2%	-1%	-2%	-10%	0.5%
COc1ccc(C(CNC(=O)c2ccc(S(=O)(=O)N(C)C)cc2)N(C)C)cc1 (stereo not drawn)	-11%	-3%	3%	4%	i
COc1cc(C(=O)NCc2nnc(SCC(=O)NCCc3ccccc3)o2)cc(OC)c1OC	16%	6%	1%	-3%	0.8%
CCOc1ccc(CCNC(=O)c2oc3c(c2C)-c2[nH]ncc2CC3)cc1OCC	32%	4%	-5%	6%	4.8%
COCCn1c(=O)[nH]c2cc(C(=O)Nc3cc(C)cc(C)c3)ccc2c1=O	-6%	8%	-8%	-2%	8.8%
CC1=C(C#N)C(c2cn(-c3ccccc3)nc2-c2cccs2)C(C#N)=C(C)N1	23%	6%	-2%	-10%	0.3%
COc1ccc(OC)c(C(Nc2ccccc2)P(=O)(OC(C)C)OC(C)C)c1 (stereo not drawn)	2%	nt	-5%	0%	i
O=C(O)c1c(Cl)cccc1Cl	-6%	-20%	nt	-10%	i
CC1(C)Cc2c(sc(NC(=O)c3ccco3)c2C#N)C(C)(C)N1	-10%	nt	1%	-17%	nt
CCOC(=O)C1=C(N2CCCCC2)c2cc3c(n2C1=O)CCCC3	2%	-7%	-11%	-5%	0.6%
CC(C)(C)C1CCc2c(sc(NC(=O)c3ccncc3)c2C(N)=O)C1 (stereo not drawn)	18%	-7%	-6%	67%	4.8%
CCOC(=O)c1nn(-c2ccc(Cl)cc2)c(=O)c(C#N)c1C	0%	2%	-1%	1%	1.1%
CCC1(CC)CNC(=O)NC1	nt	-6%	nt	nt	2.3%
CCOC(=O)c1sc(-c2ccc(C(F)(F)F)cc2)nc1O	?	-25%	1%	8%	1.9%
CCOc1ccc2[nH]c(=O)c(CN(Cc3ccc(C)cc3)C(=O)N3CCCC3)cc2c1	-3%	4%	3%	-9%	9.0%
COc1cc(C(=O)NCc2nnc(SCC(=O)N3CCCCC3)o2)cc(OC)c1OC	-9%	-3%	0%	-12%	0.4%
O=C(NCc1cccnc1)c1cccnc1Sc1ccc(Cl)cc1	-9%	0%	-6%	2%	i
Cc1ccccc1Cn1ccc(-c2ccc(Cl)cc2)c(C#N)c1=O	22%	-5%	2%	-5%	1.0%
Clc1ccc(CN=C2Nc3ccccc3CS2)cc1	42%	-4%	-2%	-8%	i
CCCCn1c(CCC(=O)O)nc2cc(S(=O)(=O)N3CCCC3)ccc21	7%	-13%	nt	-8%	i
CCn1c(=O)c(C(=O)NNC(=O)c2cccc(Cl)c2)c(O)c2ccccc21	-19%	7%	11%	?	7.6%
CCCCCCCc1ccc(C2NC(=S)NC3=C2C(=O)c2ccccc23)cc1 (stereo not drawn)	19%	nt	9%	3%	nt
COc1ccc(CCNC(=O)[C@@H](NC(N)=O)C(C)C)cc1	2%	-9%	1%	1%	1.5%
O=C1NC(=O)N(c2ccccc2)C(=O)/C1=C\C=C\c1ccccc1	17%	nt	7%	3%	?
CC(C)C1=NN(C(=O)c2ccccc2)C(O)(C(C)(C)C)C1 (stereo not drawn)	78%	-7%	-6%	0%	1.0%

Next part:
SMILES	tuberculosis growth	influenza NS1A	Salmonella PhoP GFP	M. tuberculosis HTS	inhibitors of VEEV	others
COc1ccc(N(CC(=O)Nc2cc(C)ccc2OC)S(=O)(=O)c2c(C)noc2C)cc1	19%	-1%	-8%&-9%	-3%	3.9%
COC(=O)C1=C(c2ccc(-c3ccccc3)c(F)c2)C[C@@H]2CC[C@H]1N2C(=O)NC(C)C	-8%	0%	nt	3%	0.6%
Cn1c(=S)c2[nH]c(SCc3cccnc3)nc2n(C)c1=O	nt	-3%	nt	nt	1.1%
Cn1c(N)c(C(=O)NCc2ccccc2)sc1=S	31%	2%	-13%	1%	1.9%
Cc1cc2c(c(SCC(=O)N(C)c3ccccc3)n1)C(=O)OC2	-10%	4%	7%	-10%	0.3%	inhibitors of VEEV 10K pilot screen=0.6
COc1ccccc1N(CC(=O)NCCN1CCOCC1)S(=O)(=O)c1ccccc1	3%	10%	1%	-4%	i
CCc1cccc(CC)c1NC(=O)COC(=O)c1ccccc1-c1nc2ccccc2s1	-4%	0%	-1%	7%	i
COc1ccc(CCNC(=O)C(=O)Nc2nccs2)cc1OC	-3%	-3%	2%	-5%	1.0%
Cn1c(SCC(=O)NNC(=O)c2ccc(Br)cc2)nnc1-c1cccnc1	-3%	7%	1%	-5%	0.2%
CCCCNC(=O)Cn1c(=O)oc2cc(S(=O)(=O)N3CC(C)CC(C)C3)ccc21 (stereo not drawn)	-1%	25%	-10%	1%	1.2%
O=C(C[N+]12CCC(CC1)C(CO)C2)c1ccc([N+](=O)[O-])cc1 (stereo not drawn)	-2%	-9%	-4%	0%	i
O=C(Cc1ccc(-n2c(=O)[nH]c3ccccc3c2=O)cc1)N1CCN(c2cccc(Cl)c2)CC1	26%	-7%	0%	-26%	i
COc1nnc(-c2ccc(C)c(S(=O)(=O)NCC3CCCO3)c2)c2ccccc12 (stereo not drawn)	-5%	11%	6%	3%	7.8%
O=C(Cc1cccc(NC(=O)C2CCCN(C(=O)C3CCCC3)C2)c1)Nc1ccc(C(=O)N2CCCCC2)cc1 (stereo not drawn)	nt	-2%	nt	nt	2.4%
Cc1c(CCC(=O)N2CCC(C(=O)O)(c3ccccc3)CC2)c(=O)oc2cc3oc4c(c3cc12)CCCC4	4%	0%	5%	-7%	1.2%
O=C(O)C1C2C=CC(C2)C1C(=O)NCc1cccnc1 (stereo not drawn)	-10%	21%	7%	-7%	i
O=C1CN(S(=O)(=O)c2ccc(Br)cc2)c2ccccc2N1	-7%	-6%	18%	-6%	0.8%
Cc1cc(=O)oc2c3c4c(cc12)OCCN4CCC3	-17%	12%	-7%	5%	7.8%
CCOC(=O)c1c(C)nc2sc3c(=O)n(-c4ccc(C(C)=O)cc4)cnc3c2c1-c1ccc(Cl)cc1	4%	15%	2%	9%	6.6%
Cc1ccc(S(=O)(=O)Oc2ccc(/C=C3\C(=N)N4N=C(S(C)(=O)=O)SC4=NC3=O)cc2)cc1	13%	0%	4%	1%	2.3%
O=C1CC(c2ccccc2)CC(=O)C1Sc1ccc(Cl)cc1 (stereo not drawn)	18%	-3%	-4%	-6%	0.6%
COc1ccc(CCC(=O)NCCCNC(=O)CCc2ccc(OC)cc2)cc1	-15%	-5%	2%	8%	1.0%
COc1ccc(/C=N/NC(=O)c2[nH]c3ccc(Br)cc3c2-c2ccccc2)c(C(=O)O)c1OC	21%	-2%	-12%	-1%	1.6%
CCOC(=O)N1CCN(C(=O)CCN2C(=O)/C(=C\c3cccc(OC)c3)SC2=S)CC1	6%	-4%	15%	-2%	4.6%
Cn1c(SCCC#N)nnc1-c1ccccc1F	1%	-4%	-12%	-4%	0.2%

The final five records of the part before are carried over, then new ones follow:
SMILES	tuberculosis growth	influenza NS1A	Salmonella PhoP GFP	M. tuberculosis HTS	inhibitors of VEEV	others
O=C1CC(c2ccccc2)CC(=O)C1Sc1ccc(Cl)cc1 (stereo not drawn)	18%	-3%	-4%	-6%	0.6%
COc1ccc(CCC(=O)NCCCNC(=O)CCc2ccc(OC)cc2)cc1	-15%	-5%	2%	8%	1.0%
COc1ccc(/C=N/NC(=O)c2[nH]c3ccc(Br)cc3c2-c2ccccc2)c(C(=O)O)c1OC	21%	-2%	-12%	-1%	1.6%
CCOC(=O)N1CCN(C(=O)CCN2C(=O)/C(=C\c3cccc(OC)c3)SC2=S)CC1	6%	-4%	15%	-2%	4.6%
Cn1c(SCCC#N)nnc1-c1ccccc1F	1%	-4%	-12%	-4%	0.2%
CCc1ccc(C(=O)/C=C2\Sc3ccccc3NC2=O)cc1	-7%	3%	-9%	-1%	4.3%	inhibitors of VEEV 10K pilot screen=3.1
Nc1nnc(SCC(=O)NNC(=O)c2ccc(Cl)cc2)s1	-1%	0%	nt	5%	2.0%
CN(C(=O)COn1nnc2ccc(Cl)cc21)C1CCS(=O)(=O)C1 (stereo not drawn)	4%	-4%	nt	3%	1.3%
O=C(NCc1ccccc1)C1CCN(C(=O)NCc2ccccc2)CC1	2%	-8%	1%	-16%	i
O=C(COc1ccc([N+](=O)[O-])cc1)NNC(=S)NC(=O)c1ccc(Br)cc1	?	-2%	-22%	10%	3.8%
C=CCN1c2ccccc2[C@]23C[C@@H](C(=O)OC)N(C(=O)CC(C)C)C2=NC(C(=O)OC)=C(C(=O)OC)[C@H]13	18%	-1%	-1%	-1%	8.8%
COc1cccc(CNC(=O)CCC2CCCN(C(=O)CCn3cncn3)C2)c1 (stereo not drawn)	16%	-4%	6%	1%	0.3%
